NPC1 promoter act: NPC1 promoter activation; Huh7 NPC1 promoter luciferase reporter, 24 h; Potency, µM (highest dose often 9.22 µM), for the others: at the highest dose activation, hits mostly activators; hit rate 2.4% among 320,000; AID 485313;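 also: potency is read from the fitted curve at half-maximal effect; % of control where 0% means no effect; nearly all actives have a fitted effect of over 60% in size; reporter is driven by a mutant NPC1 promoter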
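Huh7 cells stably carrying NPC1 promoter–luciferase, plated in Opti-MEM with 10% FBS for 2 h, were exposed to compound in DMSO for 24 h at 37 °C; luciferase reagent was added for 10 min and luminescence read.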
uPA generation: cell surface uPA generation inhibition. hit rate 0.31% among 330,000. cell surface uPA generation assay, qHTS. Potency, µM (titrated, usually from 38.3 µM), for the others: at the highest dose activity change, negative = inhibition, hits mostly inhibitors. AID 540303; active = well fitted inhibition curve with a large enough effect; inconclusive = small, poorly fitted or top-dose-only effect; inactive = no such curve, though single readings can be large or run the other way; tested in mouse RAW 264.7 cells; also: potency is read from the fitted curve at half-maximal effect; % is scaled to controls: 0 for no effect and ±100 for the full control effect; nearly all actives have a fitted effect of over 55% in size
FBPA coupling cs: counter-screen for Giardia aldolase inhibitors: coupling enzyme system | coupling enzyme system counterscreen, AmpLite Red fluorescence | activity change, negative = inhibition, % at 58.2 µM, hits read low | hit rate 0.67% among 290,000; in the data active = activity change below about -30%; also: % is scaled to controls: 0 for no effect and ±100 for the full control effect
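Coupling enzymes only (glyceraldehyde-3-phosphate) + compound, at 57.5 uM final, 10 min RT; add substrate/coupling/AmpLite Red mix, 20 min RT; fluorescence ex 525/em 598 nm. Actives flag coupling-system interference.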
VP16 counter: inhibits Gal4-VP16 luciferase reporter, ROR gamma counter-screen | Drosophila S2 Gal4-VP16 UAS-luciferase, luminescence, 20 h | Potency, µM (titrated, usually from 53.6 µM), for inactives: at the top dose activity, negative = inhibition, most hits filed as inhibitors | AID 2546 | hit rate 3.5% among 310,000;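 also: Gal4-VP16 expression switched on by copper sulfate through the metallothionein promoter; potency is read from the fitted curve at half-maximal effect; % is scaled to controls: 0 for no effect and ±100 for the full control effect; nearly all actives have a fitted effect of over 50% in size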
Giardia killer: Giardia lamblia killing. activity change, % at 7.66 µM, hits read low. Giardia lamblia trophozoite viability. hit rate 0.15% among 340,000; in the data active = activity change below about -80%; inconclusive = between about -30% and that limit;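 also: parasites exposed to compound for two days anaerobically before the ATP read; % is scaled to controls: 0 for no effect and ±100 for the full control effect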
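Anaerobic 48 hrs incubation at 37 deg C of 100 trophozoites/well with test compounds; ATPLite 1-Step luminescence, 15-30 min RT, reports cellular ATP as viability.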
Tb PFK inh: T. brucei PFK enzyme inhibition; Potency, µM (series often up to 57.5 µM), without a hit: at the top dose activity, negative = inhibition, usual class: inhibitors; T. brucei PFK, ADP-Glo luminescence; hit rate 0.17% among 330,000; AID 485367; O15648;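 also: potency is read from the fitted curve at half-maximal effect; 0% = uninhibited 1x PFK enzyme wells and -100% = no-enzyme wells; nearly all actives have a fitted effect of over 60% in size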
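Activity is normalized to no-enzyme wells (full inhibition) and 1.25 nM enzyme wells (no inhibition). Reaction: 0.5 mM F6P, 0.1 mM ATP, 45 min RT, ADP-Glo luminescence; concentration-response curves fitted and classed by quality.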
KCNH2 3.1 block: KCNH2 3.1 (human) potassium channel inhibition. U2OS KCNH2 3.1, thallium flux FluxOr; hits give low values. activity change, % (tested at about 1.8 µM). hit rate 0.95% among 340,000. AID 720553;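 active = maximum activity change below -70%; inconclusive = maximum activity change from -70% to -50%; inactive = maximum activity change above -50%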;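 also: thallium influx rate constant from kinetic fluorescence after stimulation buffer; % is scaled to controls: 0 for no effect and ±100 for the full control effect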
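Virally transduced U2OS (3.1 isoform, 4 h infection in dark at RT) → overnight 37 C → FluxOr + Red40 in HBSS/HEPES, 45 min → stimulation buffer, 2 min kinetic read → rate constant vs DMSO controls.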
FLuc counter: firefly luciferase modulation, counter-screen for miR-21 project; purified FLuc, Km substrates, luminescence inhibition; Potency, µM (series often up to 57.5 µM), without a hit: top-dose activity change, negative = inhibition, hits mostly inhibitors; hit rate 6.9% among 360,000;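 also: potency is read from the fitted curve at half-maximal effect; plate controls were vehicle for no effect and reference inhibitor for full effect; nearly all actives have a fitted effect of over 55% in size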
Target sequence (P08659 whole entry, looked up): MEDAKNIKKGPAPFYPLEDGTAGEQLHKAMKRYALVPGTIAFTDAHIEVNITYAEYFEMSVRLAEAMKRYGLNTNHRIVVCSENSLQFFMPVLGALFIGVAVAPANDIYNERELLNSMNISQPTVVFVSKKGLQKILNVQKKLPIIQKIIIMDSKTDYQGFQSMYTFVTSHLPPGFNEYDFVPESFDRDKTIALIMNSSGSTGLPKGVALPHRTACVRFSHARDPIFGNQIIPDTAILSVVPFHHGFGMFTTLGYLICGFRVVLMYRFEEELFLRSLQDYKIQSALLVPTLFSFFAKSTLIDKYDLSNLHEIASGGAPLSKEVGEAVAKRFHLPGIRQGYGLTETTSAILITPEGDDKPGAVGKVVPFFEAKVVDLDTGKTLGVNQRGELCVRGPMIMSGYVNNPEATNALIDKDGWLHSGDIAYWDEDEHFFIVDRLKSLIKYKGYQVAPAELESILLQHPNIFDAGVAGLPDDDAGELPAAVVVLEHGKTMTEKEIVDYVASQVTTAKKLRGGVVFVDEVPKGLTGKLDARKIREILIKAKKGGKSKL
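Purified P. pyralis luciferase (10nM final) with 10uM D-luciferin and 10uM ATP (Km levels) in 50mM Tris acetate pH 7.5, 10mM Mg acetate, 0.01% Tween-20, 0.05% BSA; qHTS 6-point titration, ~60 µM downward; luminescence read.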
Rab9 promoter act: Rab9 promoter activation. Huh7 Rab9 promoter-luciferase reporter, luminescence, 24 h. Potency, µM (series often up to 9.22 µM), inactives show at the top dose activation, negative = inhibition, hits mostly activators. hit rate 2.8% among 320,000. AID 485297; also: potency is read from the fitted curve at half-maximal effect; % of control where 0% means no effect; nearly all actives have a fitted effect of over 60% in size
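Huh7 cells stably carrying Rab9 promoter–luciferase reporter, plated 1500 cells/well, compound added after 2 h and incubated 24 h at 37 °C; luciferase luminescence then read after 10 min with detection reagent.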
RORgamma inh: inhibitors of mouse ROR gamma transcriptional activity. hit rate 5.4% among 310,000. Potency, µM (titrated, usually from 53.6 µM), without a hit: top-dose activity change, negative = inhibition, usual class: inhibitors. Drosophila S2 Gal4-RORgamma UAS-luciferase reporter, 20 h; also: potency is read from the fitted curve at half-maximal effect; % is scaled to controls: 0 for no effect and ±100 for the full control effect; nearly all actives have a fitted effect of over 60% in size
Target sequence (P51450 whole entry, looked up, the tested form may be a part): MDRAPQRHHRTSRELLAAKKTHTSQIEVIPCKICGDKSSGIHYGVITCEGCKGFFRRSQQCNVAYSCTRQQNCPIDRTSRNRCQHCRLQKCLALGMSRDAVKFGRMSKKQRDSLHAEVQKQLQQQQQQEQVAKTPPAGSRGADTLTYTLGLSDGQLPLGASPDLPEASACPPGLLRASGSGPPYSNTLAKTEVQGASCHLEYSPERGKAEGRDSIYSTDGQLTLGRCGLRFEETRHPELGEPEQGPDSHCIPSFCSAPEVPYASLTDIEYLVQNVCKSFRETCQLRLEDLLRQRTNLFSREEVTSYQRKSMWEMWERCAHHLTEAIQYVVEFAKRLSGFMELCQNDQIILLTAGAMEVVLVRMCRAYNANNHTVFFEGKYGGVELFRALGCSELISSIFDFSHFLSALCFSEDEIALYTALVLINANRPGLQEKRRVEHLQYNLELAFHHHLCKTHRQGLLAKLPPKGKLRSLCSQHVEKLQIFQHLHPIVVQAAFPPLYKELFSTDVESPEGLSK
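A Gal4/UAS one-hybrid system in insect cells: metallothionein-promoter Gal4–ROR gamma fusion plus Photinus luciferase reporter. Copper sulfate 700 uM final, 20 hr ambient incubation, luminescent detection after 10 min with reagent.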
ELG1 genotoxic: induces genotoxicity in HEK293T cells with luciferase-tagged ELG1; HEK293T ELG1-luciferase reporter, luminescence, 16 h; Potency, µM (highest dose often 46 µM), for inactives: top-dose activity change, positive = activation, usual class: activators; hit rate 1.3% among 330,000; also: potency is read from the fitted curve at half-maximal effect; % of control where 0% means no effect; nearly all actives have a fitted effect of over 60% in size
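ELG1-luciferase HEK293T cells, 2,000/well; compound pinned in; 16 hr, 37 °C, 5% CO2; ONE-Glo, 30 min RT; luminescence on CCD imager.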
Numbers without * were called inactive; ? = inconclusive; · = not tested or not shown; & = joins results of further samples; [ ] = dose if it differs, or a comment. Unless noted, calls follow the shape of the dose curve; as a rule, active = well fitted curve in the direction sought with a large enough effect; inconclusive = small, poorly fitted or top-dose-only effect, or another doubt; inactive = no such curve, though single readings can be large; an effect the other way counts as inactive or inconclusive.

SMILES	NPC1 promoter act	uPA generation	FBPA coupling cs	VP16 counter	Giardia killer	Tb PFK inh	KCNH2 3.1 block	FLuc counter	Rab9 promoter act	RORgamma inh	ELG1 genotoxic
COc1cccc(C(=O)NNC(=O)c2ccccc2-n2cccc2)c1	-2%	6%	0	9%	-2	1%	-1	?	-5%	15%	-1%
CCCn1c2ccccc2c2cnn(CC(=O)NC3CCCCC3)c(=O)c21	1%	7%	·	1%	10	10%	8	3%	-3%	-1%	4%
COc1ccc(-c2ccc(CCC(=O)O)n2C(C)C)cc1	-3%	-9%	4	14%	-22	-7%	12	-2%[2.3 µM]	0%	-5%	0%
CN(C)C(=O)CSc1nc2ccc(C(=O)c3ccccc3)cc2[nH]1	24%	8%	0	-6%	25	1%	-4	?	16%	21%	5%
Cn1nc(C(F)(F)F)c(C(=O)Nc2ccc(F)cc2F)c1Sc1ccc(Cl)cc1	-3%	·	-2	-9%	-15	-1%	-17	-2%	5%	8%	-6%
O=C1c2ccccc2C(=O)C1c1ccccc1F	-2%	8%	1	5%	5	-9%	13	1%	0%	2%	-1%
CCOC(=O)c1[nH]c(C)c(C(=O)OCC(=O)NC(=O)NC(C)(C)C)c1C	-1%	-3%	0	9%	22	0%	1	4%[2.3 µM]	1%	9%	4%
CCCOc1ccc(CNC(=O)Cc2cccs2)cc1	?	1%	-1	?	11	1%	-16	19µM*	?	11%	?
CCOc1ccccc1/C=C/c1onc(C)c1S(=O)(=O)N1CCC(C(=O)NC)CC1	-2%	-9%	0	-12%	-2	-3%	-7	5%	1%	?	-2%
CC1(C2CC2)NC(=O)N(CC(=O)N2CCN(S(=O)(=O)c3ccc(F)c(F)c3)CC2)C1=O (stereo not given)	-1%	2%	·	·	-11	5%	-4	0%	-5%	·	0%
CCCCC1=CC2=CC(=O)C(C)(OC(=O)CC)C(=O)C2=CN1CCc1ccccn1 (stereo not given)	-6%	3%	-4&-16	-3%	31[activator]	1%	12	5%	-10%	-29%	1%
COCCN(C(=O)COC(=O)/C=C/c1cccc(C(F)(F)F)c1)c1c(N)n(CC(C)C)c(=O)[nH]c1=O	·	3%	·	·	11	-3%	-2	·	·	·	-1%
CC(C)CC(=O)NC(=S)NCc1ccccc1	-1%	-6%	0	10µM*	9	-5%	-5	-2%	0%	5µM*	0%
O=C1CS/C(=N\N=C\c2ccccc2Cl)N1CC1CC1	1%	19%	0	16%	3	3%	0	-20%	-4%	1%	-1%
Cc1cccc(C)c1-n1c(SCC(=O)N2CC(=O)Nc3ccccc32)nc2ccccc2c1=O	-4%	6%	1	14%	-7	2%	-1	2%	-6%	10%	-1%
COCCN(Cc1nc(C2(c3ccc(C)cc3)CCCC2)no1)C(C)C	-6%	-3%	-1	-7%	2	-2%	16	1%	-10%	-29%	-5%
C=CCn1c(=S)sc2c(=O)[nH]cnc21	-6%	13%	-1	-4%	30[activator]	1%	-29	3%	-1%	-22%	-6%
CSc1nc(N(C)NC(=O)c2ccc(F)cc2)c2ccccc2n1	-23%	-13%	-3	6%[0.365 µM]	-3	-1%	-3	2%	-20%	?	12%
CCOC(=O)c1c(C)[nH]c(C(=O)OCC(=O)N2CCc3ccccc32)c1C	11%	2%	1	0%	6	2%	0	0%	2%	17%	1%
COc1ccc(-c2cc3cc4c(cc3cn2)OCO4)cc1	·	?	·	·	-25	0%	-40	·	·	·	0.73µM*

Reprinted from the part before: two entries, then new ones.
SMILES	NPC1 promoter act	uPA generation	FBPA coupling cs	VP16 counter	Giardia killer	Tb PFK inh	KCNH2 3.1 block	FLuc counter	Rab9 promoter act	RORgamma inh	ELG1 genotoxic
CCOC(=O)c1c(C)[nH]c(C(=O)OCC(=O)N2CCc3ccccc32)c1C	11%	2%	1	0%	6	2%	0	0%	2%	17%	1%
COc1ccc(-c2cc3cc4c(cc3cn2)OCO4)cc1	·	?	·	·	-25	0%	-40	·	·	·	0.73µM*
Cc1nc(C)c(C(=O)C2=C(O)C(=O)N(CCN3CCOCC3)C2c2ccco2)s1 (stereo not given)	-1%	3%	-6	14%	-15	0%	3	2%	-9%	-15%	-4%
CCCCn1c(SCC(=O)N2CC(C)CC(C)C2)nc2cc(S(N)(=O)=O)ccc21 (stereo not given)	1%	·	-4	-3%	12	-1%	7	4%	0%	0%	-1%
COCCNC(=O)CSc1ncnc2sccc12	-2%	-1%	0	2%	14	-7%	-2	-1%	-3%	9%	0%
Cn1c(CCNC(=O)C2CCCCC2)nc2cc(NC(=O)c3cccs3)ccc21	7%	-2%	2	7%	-9	4%	0	1%	7%	3%	?
COc1ccc(N(CCC(=O)NCCc2ccccc2)S(=O)(=O)c2ccc(C)cc2C)cc1	22%	-9%	·	·	-24	-3%	-15	-20%	20%	·	4%
COC(=O)c1cc(-c2ccc(C)o2)nc2ccccc12	4%	-7%	-3	?	-8	?	-1	11µM*	1%	?	0%
CCOC(=O)C1CCN(C(=O)NS(=O)(=O)c2ccc(C)cc2)CC1	-5%	4%	0	-11%	-4	-6%	5	-4%	1%	-12%	0%
CCOC(=O)N1CCN(c2c(NCCN3CCN(c4ccccc4F)CC3)c(=O)c2=O)CC1	-6%	-1%	3	-3%	-22	1%	26	5%	2%	-26%	-2%
Cc1cc(NC(=O)CCC(=O)N(c2cccc(F)c2)C(C(=O)NC2CCCC2)c2ccc(C)o2)no1 (stereo not given)	3%	-5%	1	-9%	-7	0%	-1	0%	0%	?	-11%
CSc1ccccc1C(=O)OCC(=O)N1CCCC1=O	0%	4%	·	·	-15	2%	17	-2%	-4%	·	2%
Cc1ccc2cn[nH]c2c1NC(=S)NC(=O)c1ccccc1	-5%	0%	1	-4%	12	0%	-20	-2%	1%	?	4%
COc1ccccc1NC(=O)Nc1ccnn1C1CCN(C(=O)c2cccnc2)CC1	1%	13%	·	5%	-14	9%	-14	8%	-3%	8%	2%
CC(=O)c1ccc(C(=O)N2CCCC(C(=O)c3ccc(Cl)cc3)C2)s1 (stereo not given)	5%	13%	·	-5%	17	0%	-6	1%	0%	-12%	-13%
COC(=O)NCC(c1ccco1)N1CCN(c2ccccc2)CC1 (stereo not given)	-2%	4%	-1	3%	7	-4%	13	-2%	3%	-2%	0%
Cc1ccc(C)n1CCN1CCN(CC(=O)Nc2ccc(S(N)(=O)=O)cc2)CC1	0%	-5%	2	-7%	16	-17%	-3	1%	1%	10%	-2%
COc1ccc(-c2noc(C3CCCN(C(=O)c4ccccc4OC)C3)n2)cc1 (stereo not given)	-3%	-6%	1	1%	7	0%	6	?	-1%	?	14%
COC(=O)CCC(=O)c1oc2ccc(OC)cc2c1N	2.5µM*	5%	-2	18%	2	1%	-11	3.4µM*	4.5µM*	0%	3.7µM*
COc1ccccc1C1C2CCCCC2(O)CCN1CC(=O)Nc1ccccc1 (stereo not given)	-7%	·	0	10%	9	-1%	5	5%	5%	30%	-5%
CC1CC(C)CN(S(=O)(=O)c2ccc(NC(=O)C3CC(=O)N(Cc4ccccc4)C3)cc2)C1 (stereo not given)	-3%	-3%	·	-13%	1	2%	-15	3%	0%	-18%	-8%
Cn1c(=O)c2c(nc(N3CCCCC3)n2CCSc2nc3ccccc3s2)n(C)c1=O	-8%	6%	0	-8%	-4	2%	-5	-1%	2%	36%	-7%
COc1ccc(N2C(=O)CSC2c2ccc3c(c2)OCO3)cc1 (stereo not given)	-1%	-3%	0	4%	-5	-5%	14	2%	-2%	-17%	-6%
Cc1ccc(C)c(S(=O)(=O)Nc2ccc3oc(C)c(C(=O)O)c3c2)c1	-4%	4%	3	-2%	-8	-16%	16	4%	-3%	0%	5%

Sorted by the number under Rab9 promoter act (rising): five of the compounds above
Molecule	NPC1 promoter act	uPA generation	Rab9 promoter act
CCCCC1=CC2=CC(=O)C(C)(OC(=O)CC)C(=O)C2=CN1CCc1ccccn1 (stereo not given)	-6%	3%	-10%
CSc1ccccc1C(=O)OCC(=O)N1CCCC1=O	0%	4%	-4%
C=CCn1c(=S)sc2c(=O)[nH]cnc21	-6%	13%	-1%
CC(C)CC(=O)NC(=S)NCc1ccccc1	-1%	-6%	0%
Cc1ccc(C)n1CCN1CCN(CC(=O)Nc2ccc(S(N)(=O)=O)cc2)CC1	0%	-5%	1%
